Rev-erbA mod: modulators of Rev-erb alpha DNA binding, primary screen, biochemical, FITC-DNA, fluorescence polarization, uHTS; Nuclear receptor subfamily 1 group D member 1 (Homo sapiens), P20393; Rev-erbα–FITC-DNA binding, 90 min; activity, % at 10 µM; 0.79% of 370,000 active; AID 1259318, 2017;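 active means activity above about 14%, limit read from the data; passing the limit was not always enough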;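 further: 0% = DMSO wells with 35 nM protein and 100% = DMSO wells with 750 nM protein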
PRMT1 inh: PRMT1 methyltransferase inhibitors, primary screen, biochemical, fluorescence polarization; Protein arginine N-methyltransferase 1 (Homo sapiens), Q99873; recombinant PRMT1, activity-based probe fluorescence polarization; inhibition, % at 2.79 µM; 1.3% of 370,000 active; AID 652257, 2013;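 active means inhibition above about 21% made by adding two undisclosed values, limit read from the data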
ABHD4 inh: ABHD4 inhibitors, primary screen, biochemical, fluorescence polarization, mouse | purified mABHD4, FP-Rh probe fluorescence polarization | inhibition, % at 8.92 µM | 0.54% of 370,000 active | (Lyso)-N-acylphosphatidylethanolamine lipase (Mus musculus), Q8VD66;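 active means inhibition exceeding the mean over every tested compound plus 3 SD, cut at about 30% in these data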;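 further: 0% = plate median of compound wells and 100% = S159A mutant with DMSO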
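Test system: mABHD4 protein | Buffer or medium: HEPES pH 7.0 buffer, 150 mM NaCl, 0.01% Pluronic F-127 | Probe or stimulus: FP-Rh fluorescent activity-based probe, added after compound pre-incubation | Timing: Pre-incubation 45 min, probe exposure 60 min, at 25 °C | Technique: Fluorescence polarization, excitation 525 nm, emission 598 nm, BODIPY TMR filters | Repeats: Single well per compound (singlicate)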
TCR-CD3 inh: inhibitors of human TCR-CD3 interaction, primary screen, biochemical, fluorescence, TAMRA-labeled TCR probe. T-cell receptor (TCR). inhibition, % at 9.4 µM. 0.37% of 360,000 active. AID 651800, 2012; in the data active means inhibition above about 19%;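 further: recombinant mutant TCR 2C K166C tagged with TAMRA read by polarization; 0% = receptor in buffer alone and 100% = receptor with positive control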
UHRF1 binding: UHRF1 methylated DNA binding inhibitors, primary screen, counter-screen for MBD2 inhibitor project, biochemical, TR-FRET, human UHRF1, single concentration; UHRF1 binding to methylated oligo; 0.75% of 370,000 active; E3 ubiquitin-protein ligase UHRF1 (Homo sapiens), Q96T88; AID 687016, 2013; inhibition, % at 4.4 µM; in the data active means inhibition above about 21%;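 further: UHRF1 SRA domain binding a hemimethylated CpG hairpin DNA probe; 0% = median of test compound wells and 100% = reference inhibitor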
rCAG binder: binders of r(CAG) RNA repeats, primary screen, biochemical, fluorescence; 1.3% of 370,000 active; r(CAG) RNA repeat, TO-PRO-1 dye displacement fluorescence; inhibition, % at 3 µM;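 active means inhibition above the plate cutoff, the mean of all test compounds on that plate plus 3 SD, cut at about 35% in these data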;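 further: 0% = DMSO alone and 100% = 100 µM mitoxantrone as full dye displacement; higher means more dye released from RNA so lower well fluorescence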
MBD2 DNA inh: inhibitors of MBD2 binding to methylated DNA, primary screen, biochemical, TR-FRET, DNA-binding domain, human; Methyl-CpG-binding domain protein 2 (Homo sapiens), Q9UBB5; MBD2 binding to methylated oligonucleotide; inhibition, % at 4.4 µM; 0.31% of 370,000 active; in the data active means inhibition above about 13%
Target sequence (Q9UBB5 whole entry, looked up, the tested form may be a part): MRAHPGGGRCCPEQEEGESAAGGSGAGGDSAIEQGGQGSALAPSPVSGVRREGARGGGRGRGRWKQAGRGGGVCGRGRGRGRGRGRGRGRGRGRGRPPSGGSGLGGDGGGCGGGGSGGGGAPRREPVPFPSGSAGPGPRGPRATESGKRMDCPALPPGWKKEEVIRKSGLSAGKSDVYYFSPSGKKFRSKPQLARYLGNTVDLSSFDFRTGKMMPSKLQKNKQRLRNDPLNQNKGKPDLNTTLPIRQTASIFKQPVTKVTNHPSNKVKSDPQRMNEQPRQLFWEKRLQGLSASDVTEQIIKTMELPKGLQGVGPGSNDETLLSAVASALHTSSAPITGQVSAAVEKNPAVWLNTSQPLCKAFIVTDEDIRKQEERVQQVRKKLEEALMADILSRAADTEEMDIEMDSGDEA
LEDGF integ inh: blockers of LEDGF/p75-dependent integrase strand transfer – biochemical, TR-FRET, high throughput, primary screen. HIV-1 integrase (with human LEDGF/p75). TR-FRET IN-LEDGF/p75 DNA integration, Eu/Cy5. inhibition, % at 3.7 µM. 0.64% of 370,000 active. AID 743269, 2014;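 active means inhibition above the screen-wide mean plus 3 SD, cut at about 13% in these data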;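 further: signal is the Cy5 over europium emission ratio at 671 and 618 nm; 0% = plate median of compound wells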
PG9 Ab binder: binders of HIV-1 gp120 antibody PG9, primary screen, biochemical, TR-FRET; TR-FRET gp120-PG9 antibody binding; 0.43% of 360,000 active; inhibition, % at 6.7 µM; HIV-1 gp120 / PG9 antibody interaction; AID 624416, 2012; in the data active means inhibition above about 8.5%
HTRA1 inhibitor: HTRA1 serine protease inhibitors, primary screen, biochemical, fluorescence polarization, HTS; AID 504803, 2011; recombinant HTRA1, FP-rhodamine activity-based probe; 0.5% of 340,000 active; inhibition, % at 5.96 µM; Q92743; in the data active means inhibition above about 36%;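 further: 0% = enzyme with DMSO and 100% = wells lacking enzyme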
Target sequence (Q92743 whole entry, looked up): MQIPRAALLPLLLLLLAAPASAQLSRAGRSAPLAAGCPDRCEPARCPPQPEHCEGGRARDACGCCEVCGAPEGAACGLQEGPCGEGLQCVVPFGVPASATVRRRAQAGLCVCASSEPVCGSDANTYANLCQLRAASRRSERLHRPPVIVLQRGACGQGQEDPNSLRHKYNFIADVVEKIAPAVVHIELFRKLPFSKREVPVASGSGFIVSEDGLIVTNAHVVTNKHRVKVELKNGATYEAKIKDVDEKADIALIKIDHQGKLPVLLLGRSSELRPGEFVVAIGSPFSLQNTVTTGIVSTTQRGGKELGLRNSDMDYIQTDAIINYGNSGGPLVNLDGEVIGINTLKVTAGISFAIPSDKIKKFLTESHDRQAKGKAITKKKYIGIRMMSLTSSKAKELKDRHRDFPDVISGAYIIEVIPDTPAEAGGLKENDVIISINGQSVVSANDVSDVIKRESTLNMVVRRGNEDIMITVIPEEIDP
The depositor's hits bear a star; / = not tested or not shown.

SMILES | Rev-erbA mod | PRMT1 inh | ABHD4 inh | TCR-CD3 inh | UHRF1 binding | rCAG binder | MBD2 DNA inh | LEDGF integ inh | PG9 Ab binder | HTRA1 inhibitor
CC(=O)OCCN1c2ccccc2Sc2cnccc21 | 4 | 1 | 2 | 7 | -1 | 3 | -5 | -3 | -0.3 | 10
Nc1nc2c([N+](=O)[O-])cccc2s1 | 0 | 0 | -1 | -7 | -2 | 2 | -3 | -2 | -0.5 | -3
CCCCNC(=O)CSc1nc2ccccc2c(=O)n1CC1COc2ccccc2O1 (configuration not stated) | -5 | -5 | -11 | -5 | 2 | -3 | -5 | 5 | -1.6 | -40
Cc1ccc(C(=O)NCc2ccc3c(c2)OCO3)cc1S(=O)(=O)N1CCCCC1 | 4 | 0 | -2 | 7 | -2 | 2 | -2 | 1 | -0.4 | -6
Cn1c(=O)c2c(nc(CN3CCc4ccccc4C3)n2Cc2ccc(F)cc2)n(C)c1=O | -1 | 0 | -2 | -1 | -6 | 3 | -6 | 4 | 0.3 | -10
CCc1noc(C)c1C(=O)N1CCN(S(=O)(=O)c2ccc(C(C)=O)cc2)CC1 | -7 | 1 | 7 | 8 | 1 | -2 | -8 | 1 | 2.2 | 0
CC(C(N)=O)N1C(=O)C2C3C=CC(C3)C2C1=O (configuration not stated) | 0 | 5 | -6 | -10 | 5 | 0 | 7 | 4 | 1.3 | -4
CN(Cc1ccccc1)C1CCN(Cc2ccccc2[N+](=O)[O-])CC1 | -3 | 4 | 19 | -5 | 2 | -6 | -1 | -2 | -1.0 | 7
COc1cc(CCN2C(=O)c3cccc4cccc(c34)C2=O)c(S(=O)(=O)NCCO)cc1OC | -1 | 2 | -5 | 3 | -11 | 9 | -3 | 1 | 0.9 | -2
COC(=O)CSc1nnc(-c2cccs2)n1-c1ccc(Cl)cc1 | -8 | 0 | -5 | -1 | 1 | -4 | 4 | -1 | -1.5 | -7
CC1(C)Cc2c(C#N)c(N3CCN(C(=O)c4ccccc4Cl)CC3)nc(-c3ccco3)c2CS1 | 5 | 20 | 8 | -2 | 2 | 14 | -2 | 3 | 1.6 | -34
C/C(=N\NC(=O)c1ccc(C)cc1C)c1ccc2c(c1)OCO2 | -3 | 1 | 9 | -1 | -1 | -2 | 5 | -3 | -0.7 | -3
Cc1cc(C)nc(SCc2nnc(SCC(=O)N3CCOCC3)o2)n1 | -2 | -3 | 1 | 4 | -3 | -1 | -3 | 2 | 1.8 | -10
CCOC(=O)Cn1c(=O)oc2cc(S(=O)(=O)N3CCc4ccccc43)ccc21 | -4 | -1 | 0 | 2 | -2 | 2 | 4 | -2 | 0.5 | -5
Cc1ccc2cc(CN(Cc3ccco3)S(=O)(=O)c3c(C)ccc4nsnc34)c(=O)[nH]c2c1 | 6 | 6 | 3 | -2 | 2 | 6 | -2 | -3 | 1.1 | -3

Ordered by length of the SMILES (smallest number first): part of the list above
SMILES | Rev-erbA mod | PRMT1 inh | ABHD4 inh | TCR-CD3 inh | UHRF1 binding | rCAG binder | MBD2 DNA inh | LEDGF integ inh | PG9 Ab binder | HTRA1 inhibitor
CC(=O)OCCN1c2ccccc2Sc2cnccc21 | 4 | 1 | 2 | 7 | -1 | 3 | -5 | -3 | -0.3 | 10
CC(C(N)=O)N1C(=O)C2C3C=CC(C3)C2C1=O (configuration not stated) | 0 | 5 | -6 | -10 | 5 | 0 | 7 | 4 | 1.3 | -4
Cc1cc(C)nc(SCc2nnc(SCC(=O)N3CCOCC3)o2)n1 | -2 | -3 | 1 | 4 | -3 | -1 | -3 | 2 | 1.8 | -10
C/C(=N\NC(=O)c1ccc(C)cc1C)c1ccc2c(c1)OCO2 | -3 | 1 | 9 | -1 | -1 | -2 | 5 | -3 | -0.7 | -3
CN(Cc1ccccc1)C1CCN(Cc2ccccc2[N+](=O)[O-])CC1 | -3 | 4 | 19 | -5 | 2 | -6 | -1 | -2 | -1.0 | 7
CCCCNC(=O)CSc1nc2ccccc2c(=O)n1CC1COc2ccccc2O1 (configuration not stated) | -5 | -5 | -11 | -5 | 2 | -3 | -5 | 5 | -1.6 | -40
Cc1ccc(C(=O)NCc2ccc3c(c2)OCO3)cc1S(=O)(=O)N1CCCCC1 | 4 | 0 | -2 | 7 | -2 | 2 | -2 | 1 | -0.4 | -6
CCc1noc(C)c1C(=O)N1CCN(S(=O)(=O)c2ccc(C(C)=O)cc2)CC1 | -7 | 1 | 7 | 8 | 1 | -2 | -8 | 1 | 2.2 | 0
COc1cc(CCN2C(=O)c3cccc4cccc(c34)C2=O)c(S(=O)(=O)NCCO)cc1OC | -1 | 2 | -5 | 3 | -11 | 9 | -3 | 1 | 0.9 | -2
Cc1ccc2cc(CN(Cc3ccco3)S(=O)(=O)c3c(C)ccc4nsnc34)c(=O)[nH]c2c1 | 6 | 6 | 3 | -2 | 2 | 6 | -2 | -3 | 1.1 | -3

(list continues)
SMILES | Rev-erbA mod | PRMT1 inh | ABHD4 inh | TCR-CD3 inh | UHRF1 binding | rCAG binder | MBD2 DNA inh | LEDGF integ inh | PG9 Ab binder | HTRA1 inhibitor
CC(C)c1nc2n[nH]c(N)c2c2c1CCC2 | 2 | -2 | 3 | 6 | 2 | 0 | -2 | 2 | -0.5 | 2
O=C(Nc1ccccc1)C1CCN(C(=O)c2ccc([N+](=O)[O-])cc2)CC1 | 0 | 0 | 1 | 2 | 0 | 1 | 0 | 6 | 0.7 | -4
Cc1nn(CCC(=O)NCc2ccc(N(C)C)cc2)c(=O)c2nn(-c3ccccc3)c(C)c12 | 1 | 2 | 5 | -6 | 3 | -5 | 1 | -5 | -2.8 | 6
COc1ccc(C2CC(=O)Oc3c(C(CCN4CCN(c5ccccc5)CC4)c4ccc(N(C)C)cc4)c(OC)cc(OC)c32)cc1 (configuration not stated) | 3 | -2 | 7 | 2 | -3 | 7 | -2 | -3 | -1.0 | 1
Clc1ccccc1/C=C/C=N/Nc1nc(N2CCOCC2)nc(N2CCOCC2)n1 | 16 | -2 | -7 | 2 | -3 | -5 | -1 | 0 | 0.6 | -19
COC(=O)/C(=C\c1ccc2c(c1)c1ccccc1n2C)NC(=O)c1ccccc1 | -1 | 4 | -27 | 1 | 0 | 9 | 3 | 1 | -1.1 | -32
CC(c1nc2ccccc2[nH]1)n1c(=O)c(-c2cccnc2)nc2ccccc21 (configuration not stated) | 2 | 2 | 1 | -1 | -4 | 1 | 0 | -3 | 0.9 | /
NC(=O)c1sc2nc(-c3ccccc3)ccc2c1N | 2 | 4 | 2 | -6 | -2 | 1 | 0 | -5 | 0.7 | -22
Cc1ccc2c3c([nH]c2c1)C(=O)CC(C)(C)S3 | 0 | -3 | 8 | -2 | -2 | -1 | -2 | 2 | 0.6 | 4
c1ccc(Oc2ccc(-n3cnnn3)cc2)cc1 | 1 | -1 | -4 | 7 | 1 | -1 | -1 | 3 | -0.6 | -4
CCOc1cc(/C=N/n2cnnc2)ccc1OS(=O)(=O)c1ccccc1 | -2 | -1 | -6 | 3 | 1 | 3 | -3 | -2 | 0.2 | -6
COc1cc2c(N3CCOCC3)cc(O)c(CC(=O)Nc3ccccc3)c2cc1OC | -5 | 3 | 3 | -2 | -1 | 1 | 0 | -4 | -4.4 | 2
O=C(COc1ccc(Br)cc1Cl)NC1CCN(Cc2ccccc2)CC1 | 2 | 0 | 4 | 6 | -3 | -5 | 1 | 4 | 1.6 | 1
Cc1cccc(NC(=O)C2(c3ccc([N+](=O)[O-])cc3)CCCC2)c1 | 0 | 4 | -14 | -6 | 4 | 1 | -4 | -2 | 0.8 | -41
O=C(COC(=O)c1ccccc1Cl)NCCC1=CCCCC1 | 3 | 0 | -6 | 1 | -2 | -6 | 3 | 0 | -0.6 | -10
CCOc1ccccc1N(CC(=O)Nc1ccccc1C(=O)O)S(C)(=O)=O | -1 | 2 | 9 | 8 | 8 | 6 | 6 | 0 | -0.6 | 4
CC(C)n1c(O)c(N=Nc2ccc(Cl)c(C(=O)O)c2)c2ccccc21 | -3 | -1 | 22 | 2 | -5 | 38* | 0 | 0 | -4.1 | 0
COc1cccc(-c2nc(-c3ccc(NC(=O)c4cccs4)cc3)no2)c1 | 5 | -1 | -7 | -4 | -2 | 1 | 2 | -1 | 0.6 | -14
CCN(CC)S(=O)(=O)c1ccc(N2CC(C(=O)NCc3ccc4c(c3)OCO4)CC2=O)cc1 (configuration not stated) | -1 | 2 | -3 | -8 | 2 | 7 | -2 | 1 | 1.7 | -1
COc1cccc(/C=N/n2c(COc3ccccc3)n[nH]c2=S)c1OC | 0 | 27* | -15 | -10 | 3 | 29 | 1 | 2 | 2.2 | -5
CCn1c(C)nc2cc(C(=O)N/N=C/c3ccc(O)c(O)c3O)ccc21 | -37 | 43* | 35* | 66* | 19 | 32 | 16* | 73* | -5.2 | 32
Nc1ccc(S(=O)(=O)c2ccc(NC(=O)c3cccnc3)cc2)cc1 | -5 | -1 | 7 | 7 | -2 | 1 | 0 | -4 | -1.0 | -7
CCN(CC)S(=O)(=O)c1cccc(-c2n[nH]c(=S)n2CC(C)C)c1 | -2 | 0 | -3 | -8 | -3 | -1 | 2 | 1 | 3.3 | 1
CCOC(=O)C1=C(N)N2C(=O)C(C)SC2=C(C(=O)OCC)C1c1ccccc1 (configuration not stated) | -7 | 2 | 0 | 7 | -3 | -2 | -3 | -1 | -2.0 | -2
COc1cc(/C(C)=N\NC(=O)CSc2nc3ccccc3n2C)ccc1O | 3 | 7 | 3 | 8 | 4 | -1 | -4 | -1 | 2.9 | -9
COc1ccccc1N1CCN(C2CCN(C(=O)c3ccc(F)cc3)CC2)CC1 | 3 | -2 | -4 | 4 | -2 | -6 | -1 | 6 | -1.7 | 0
O=C(Nc1nnc([C@@H]2C[C@H](O)[C@@H](CO)O2)s1)NC(c1ccccc1)c1ccccc1 | -5 | 0 | -10 | -8 | 2 | 2 | -1 | -4 | 0.6 | /
O=C1C2CCCN2C(=O)N1CCCN1CCN(c2cccc(Br)c2)CC1 (configuration not stated) | 0 | 8 | 7 | 3 | 0 | -8 | 6 | -3 | -0.8 | 2
NS(=O)(=O)c1cccc(NC(=O)CSc2nnc(C3CC3)n2-c2ccccc2)c1 | -3 | -1 | 1 | 9 | 1 | 2 | -2 | 0 | -1.8 | 1
Cc1cc(N2CCCCC2)nc(N2CCCCC2)n1 | 0 | 0 | 4 | 9 | -2 | -1 | -3 | 2 | -2.4 | 3
COc1ccccc1N1CCN(C(=O)c2[nH]c(C(F)(F)F)nc2-c2ccccc2)CC1 | -3 | 1 | 3 | 0 | -3 | 8 | 1 | -1 | 0.6 | /

Not all compounds are listed, so the mix of outcomes need not match the whole.
